High-throughput results: PubChem, Sanford-Burnham Center for Chemical Genomics
hIAP activ: human IAP activation; P09923; purified human IAP, CDP-Star luminescence, 30 min; active compounds read high; 1 = vehicle-only enzyme, 0 = enzyme-free background; activation factor at 10 µM; hit rate 0.16% among 330,000; AID 2524;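 active means activation factor of the enzyme at least 2-fold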; further: the source names both 10 and 20 µM as test concentration; values of inactives mirror those of a sister screen read the other way
Target sequence (P09923 whole entry, looked up): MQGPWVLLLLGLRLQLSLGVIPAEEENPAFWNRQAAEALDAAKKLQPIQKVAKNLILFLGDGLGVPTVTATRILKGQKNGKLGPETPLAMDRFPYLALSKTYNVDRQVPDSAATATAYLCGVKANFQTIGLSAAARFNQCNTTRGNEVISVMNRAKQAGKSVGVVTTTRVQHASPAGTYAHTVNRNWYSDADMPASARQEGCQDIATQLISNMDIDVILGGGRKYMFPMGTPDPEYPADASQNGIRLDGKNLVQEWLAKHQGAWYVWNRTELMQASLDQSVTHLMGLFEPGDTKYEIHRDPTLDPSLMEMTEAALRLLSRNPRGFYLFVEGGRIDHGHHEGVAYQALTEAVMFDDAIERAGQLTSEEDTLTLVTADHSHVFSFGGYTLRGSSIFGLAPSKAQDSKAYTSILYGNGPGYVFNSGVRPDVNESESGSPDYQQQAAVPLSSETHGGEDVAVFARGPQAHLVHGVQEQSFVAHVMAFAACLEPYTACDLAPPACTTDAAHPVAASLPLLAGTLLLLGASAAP
mIAP activ: increases mouse intestinal alkaline phosphatase activity; muIAP, CDP-Star luminescence, 30 min; active compounds read high; 1 = vehicle-only enzyme signal, 0 = enzyme-free wells; activation factor at 10 µM; hit rate 0.24% among 330,000; AID 2805;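 active means activation factor of at least 2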; further: the source names both 10 and 20 µM as test concentration; values of inactives mirror those of a sister screen read the other way
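Assay system: mouse IAP enzyme; reagent: chemiluminescent substrate CDP-Star; dosing: test compounds delivered from DMSO solution; schedule: 30 min at room temperature; measured by: luminescence from enzymatic CDP-Star hydrolysis; controls: DMSO-only wells and no-enzyme negative control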
A3G deaminase: APOBEC3G (human) deaminase inhibition; Q9HC16; inhibition, % at 20 µM; AID 493012; hit rate 0.28% among 330,000; recombinant A3G, ssDNA deamination FAM/TAMRA fluorescence;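 active means inhibition of at least 40% at 20 µM, with no more than 30% in the related APOBEC3A deaminase screen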;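 further: plate controls were DMSO wells with A3G for no effect and wells lacking A3G enzyme for full effect; some compounds called inactive have numbers as strong as hits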
APOBEC3A inh: inhibitors of human APOBEC3A DNA deaminase; hit rate 0.41% among 330,000; recombinant A3A, FAM/TAMRA ssDNA deamination fluorescence; P31941; inhibition, % at 20 µM;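 active means at least 40% inhibition at 20 µM here, with at most 30% in a related deaminase screen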;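 further: plate controls were A3A with DMSO for no effect and wells lacking A3A enzyme for full effect; some results filed as inactive read as strong as hits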
Target sequence (P31941 whole entry, looked up): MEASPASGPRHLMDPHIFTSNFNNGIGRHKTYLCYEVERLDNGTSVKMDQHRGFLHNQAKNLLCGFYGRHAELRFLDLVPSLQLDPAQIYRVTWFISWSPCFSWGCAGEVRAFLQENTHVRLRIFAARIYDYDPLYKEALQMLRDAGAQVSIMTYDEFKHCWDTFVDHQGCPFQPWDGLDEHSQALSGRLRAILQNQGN
GRIN3A LBD mod: modulators (binders) of human NR3A ligand-binding domain | NR3A LBD differential scanning fluorimetry, Tm shift; 0% = protein alone, 100% = glycine-bound protein | Tm shift relative to glycine control, % at 25 µM | hit rate 2.5% among 340,000;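 active means melting temperature shift of at least 10% of the positive control shift, at one fixed dose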
beta cell repl: induces beta-cell replication in MIN6 cells; proliferation, % at 10 µM; hit rate 0.29% among 330,000; MIN6 cells proliferation, ATPlite luminescence, 48 h; cells starved in 0.2% serum; 100% = growth in 10% serum; AID 2380;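 active means compounds whose signal lies at least 3.5 SD above the mean of all wells on their plate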;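 further: 0% = DMSO-treated cells in low-serum medium and 100% = 10% serum control; some compounds called inactive have numbers as strong as hits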
mIAP block: mouse IAP inhibition; AID 2806; hit rate 0.2% among 330,000; purified mouse IAP, CDP-Star luminescence, 30 min; inhibition, % at 10 µM;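 active means inhibition of at least 40% at 10 µM in the primary screen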;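 further: plate controls were DMSO with enzyme for no effect and no enzyme wells for full effect; values of inactives mirror those of a sister screen read the other way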
MPTP inh: inhibitors of mitochondrial permeability transition pore. isolated mouse mitochondria, Ca2+ swelling absorbance, 30 min. inhibition, % at 10 µM. hit rate 1.4% among 360,000;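 active means inhibition of 50% or more, scaled per plate between neutral and stimulator controls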;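 further: 0% = DMSO wells given calcium and 100% = 1 mM EGTA wells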
hIAP block: human IAP inhibition. hit rate 0.12% among 330,000. purified IAP, CDP-Star luminescence, 30 min. inhibition, % at 10 µM;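 active means inhibition reaching a set limit with compound at 10 µM in the primary screen, cut at about 35% in these data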;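 further: plate controls were DMSO wells with enzyme for no effect and no-enzyme buffer wells for full effect; values of inactives mirror those of a sister screen read the other way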
Active calls of the source: *; . = no result given.

SMILES	hIAP activ	mIAP activ	A3G deaminase	APOBEC3A inh	GRIN3A LBD mod	beta cell repl	mIAP block	MPTP inh	hIAP block
Cc1ccc(SCCN2CCN(CC(C)C)CCC2=O)cc1	0.91	1	1	4	-2	-3	-3	-0.6	9
OCC1(CCc2ccccc2)CCN(Cc2cccn2-c2cccnc2)CC1	1	1	-5	0	1	-3	-2	-0.3	-4
CCn1cc(/C=C2\SC(=O)N(CC(=O)Nc3ccc4c(c3)OCO4)C2=O)c2ccccc21	0.96	0.84	0	1	1	-3	16	-0.2	4
Cc1ccc(S(=O)(=O)N(C)CCCC(=O)Nc2cc(C)ccc2C)cc1	0.86	1	0	1	0	0	-1	0.1	14
CCCCNC(=O)CSc1nc2ccc(NC(=O)CSc3nnc(N)s3)cc2s1	0.95	0.98	13	76*	2	-1	2	15	5
NC(=O)NCC(=O)N1CCC(C(O)(c2ccccc2)c2ccccc2)CC1	1.1	1	-3	-1	0	-2	-4	0.2	-14
CC(=O)NC(Cc1ccc(C(C)C)cc1)C(=O)NC1CCN(c2nc(C)cc(C)n2)CC1 (stereo unspecified)	1.1	1	1	2	-1	-1	-3	-3.1	-6
CSc1ccccc1NC(=O)c1ccc(N2CC3CC(C2)c2cccc(=O)n2C3)c(NC(=O)c2ccncc2)c1 (stereo unspecified)	1.1	1	-7	-3	1	-1	-3	0.2	-7
CN(C)c1ccc(S(=O)(=O)N2CCCCC2)cc1NC(=O)CN1C(=O)NC(C)(c2ccccc2)C1=O (stereo unspecified)	1.3	0.99	5	6	1	1	1	-2.6	-26
COc1ccc(/C=N/n2cncn2)cc1COc1ccc(NC(C)=O)cc1	0.89	0.93	2	-2	1	-1	7	-2.4	11
Cc1ccc(S(=O)(=O)/N=C(\c2ccc(Cl)cc2)N2CCOCC2)cc1	1.1	1	-1	0	-3	0	-4	4.5	-14
CNC(=S)N1CCC(NC(=O)C(Cc2ccc(OC)cc2)NC(C)=O)CC1 (stereo unspecified)	1	1.1	-7	-4	-1	-3	-8	-1.8	-1
O=C(O)CCC(=O)NNC(=O)c1cccs1	1.2	1.1	-13	-5	0	-2	-14	-0.8	-21
CCCn1nnnc1SCC(=O)N(C(C)C)C(C)C	1	1	-5	-2	1	1	-2	-4.4	-1
C[n+]1ccccc1C1CCCC/C1=N\Nc1ccc([N+](=O)[O-])cc1[N+](=O)[O-] (stereo unspecified)	0.89	0.91	-5	30	-5	0	9	5.4	11
O=C(Cn1nnc(-c2ccccc2)n1)N/N=C/c1cc([N+](=O)[O-])c(Cl)cc1Cl	1	0.97	-4	-1	16*	-2	3	19	-2
Cc1cccn2cc(-c3cc4ccccc4oc3=O)nc12	1.2	1	-2	-1	0	0	-4	1.3	-16
O=C(NCc1nc2ccccc2[nH]1)C1=C[C@@H](c2ccc(C(F)(F)F)cc2)C[C@@H](OCCCCO)O1	1.1	0.94	1	2	-8	-5	6	-1.4	-6
CCN(CC)C(=O)c1ccc2c(=O)n(Cc3cccc(Br)c3)c(=S)[nH]c2c1	1.1	0.83	-5	-4	1	-5	17	.	-6
COc1ccc(O)c(/C=N/NC(=O)CN2CCS(=O)(=O)CC2)c1	1.9	1.1	1	-6	4	0	-6	0.5	-93
COC(=O)c1sccc1NC(=O)Nc1ccccc1C	1.1	1.1	3	0	-1	1	-8	0.4	-8
COC(=O)c1c(C)nc(C)c(C(=O)OC)c1-c1ccsc1	0.91	0.95	-3	3	2	-1	5	2.2	9
CCc1ccc(OCC(=O)O/N=C(\N)c2ccncc2)c(Br)c1	1.1	0.97	-4	5	1	1	3	-0.9	-9
Cc1ccc2c(c1)sc[n+]2Cc1ccccc1	0.99	0.95	-4	-2	6	-6	5	-2.3	0
O=C(NCc1ccco1)Nc1ccc(OC(F)(F)F)cc1	0.89	1.5	-3	-2	0	-3	-46	52*	11
CCOC(=O)c1cccc(NC(=O)CCNS(=O)(=O)c2ccc3c(c2)CCN3C(=O)CC)c1	0.87	1.1	-1	0	2	0	-10	1.3	13
S=c1[nH]c(-c2ccccc2)cn1/N=C/c1ccc(Br)cc1	1	0.8	-7	-2	5	-6	20	2.0	-3
Cc1ccc(N2C(=O)[C@@H]3[C@H](C2=O)[C@H]2C=C(C(=O)c4ccccc4)C=CN2[C@@H]3C(=O)c2ccc(Cl)cc2)cc1	0.96	0.88	-5	-2	0	-1	12	-1.4	4
COc1ccc2[nH]cc(CCNC(=O)C3CCCNC3=O)c2c1 (stereo unspecified)	1.1	0.97	-4	-2	1	-1	3	-1.2	-6
Cc1cc(C(=O)CCl)c(C)n1Cc1ccco1	1.1	0.98	-5	5	0	-6	2	-2.1	-7
COc1cccc(CN2C(=O)[C@@H]3Cc4c([nH]c5ccccc45)C(C)(C)N3C2=O)c1	0.97	1.1	-3	2	-3	-6	-8	1.1	2
CCn1c(=O)c2cc(S(=O)(=O)NCc3ccccc3)ccc2n(CC)c1=O	1.1	1	-2	2	2	-1	-5	1.4	-14
C=CCSc1nc2ccccc2c(=O)n1C1CCOC(C)(C)C1 (stereo unspecified)	1	0.99	-4	-2	-1	-1	1	0.6	-2
CCn1c(SCC(=O)N2CCN(c3ccccc3)CC2)nc2c(c1=O)SC(C)C2 (stereo unspecified)	0.97	1.1	-2	-4	-5	2	-12	-0.8	3
O=S(=O)(NCc1ccc(F)cc1)c1ccc2c(c1)OCCO2	1.1	1	-3	-1	-3	0	-1	-0.1	-10
O=C(Nc1nc(-c2cccc3ccccc23)cs1)c1cnccn1	1.2	0.97	-9	-2	-2	0	3	0.7	-24
CCOC(=O)c1c(-c2ccc(F)cc2)csc1NC(=O)C1CCCO1 (stereo unspecified)	1.1	1.1	5	3	-1	-2	-6	2.0	-12
COc1cc2c(cc1OC)C1=C(C#N)CCC(=O)N1CC2	1	0.97	-5	0	6	0	2	1.5	0
COc1ccc(Nc2nc(C(F)(F)F)nc(C)c2C#N)cc1	0.98	0.95	-9	-3	7	0	5	0.2	2
Cc1ccc(-c2nn(-c3ccccc3Cl)cc2C(=O)NCC2CCCO2)cc1 (stereo unspecified)	1.1	0.92	-5	-4	0	8	8	0.1	-10
CS(=O)(=O)N1CCC(C(=O)c2cccc(Cl)c2)CC1	0.98	0.93	-7	0	1	-1	7	-1.0	2
CC(C)(C)NC(=O)Cn1c(SCC(=O)NC2CC2)nc2ccccc21	1.1	1.1	-7	2	0	-2	-6	-1.1	-13
Cc1ccc(S(=O)(=O)N2CCN(C(=O)CSc3nc(N)cc(=O)[nH]3)CC2)c(C)c1	1.1	1	1	2	2	-3	-1	0.7	-7
C=CCc1cccc(/C=N/NC(=O)CNc2cccc3ccccc23)c1O	1.3	0.81	6	-1	30*	-6	19	48	-27
CC(=O)Nc1nc2ccccc2n1Cc1ccccc1Cl	1.2	1	12	8	1	-4	-4	-1.4	-16

12 consecutive compounds from above, for reference:
SMILES	hIAP activ	mIAP activ	A3G deaminase	APOBEC3A inh	GRIN3A LBD mod	beta cell repl	mIAP block	MPTP inh	hIAP block
CCn1c(SCC(=O)N2CCN(c3ccccc3)CC2)nc2c(c1=O)SC(C)C2 (stereo unspecified)	0.97	1.1	-2	-4	-5	2	-12	-0.8	3
O=S(=O)(NCc1ccc(F)cc1)c1ccc2c(c1)OCCO2	1.1	1	-3	-1	-3	0	-1	-0.1	-10
O=C(Nc1nc(-c2cccc3ccccc23)cs1)c1cnccn1	1.2	0.97	-9	-2	-2	0	3	0.7	-24
CCOC(=O)c1c(-c2ccc(F)cc2)csc1NC(=O)C1CCCO1 (stereo unspecified)	1.1	1.1	5	3	-1	-2	-6	2.0	-12
COc1cc2c(cc1OC)C1=C(C#N)CCC(=O)N1CC2	1	0.97	-5	0	6	0	2	1.5	0
COc1ccc(Nc2nc(C(F)(F)F)nc(C)c2C#N)cc1	0.98	0.95	-9	-3	7	0	5	0.2	2
Cc1ccc(-c2nn(-c3ccccc3Cl)cc2C(=O)NCC2CCCO2)cc1 (stereo unspecified)	1.1	0.92	-5	-4	0	8	8	0.1	-10
CS(=O)(=O)N1CCC(C(=O)c2cccc(Cl)c2)CC1	0.98	0.93	-7	0	1	-1	7	-1.0	2
CC(C)(C)NC(=O)Cn1c(SCC(=O)NC2CC2)nc2ccccc21	1.1	1.1	-7	2	0	-2	-6	-1.1	-13
Cc1ccc(S(=O)(=O)N2CCN(C(=O)CSc3nc(N)cc(=O)[nH]3)CC2)c(C)c1	1.1	1	1	2	2	-3	-1	0.7	-7
C=CCc1cccc(/C=N/NC(=O)CNc2cccc3ccccc23)c1O	1.3	0.81	6	-1	30*	-6	19	48	-27
CC(=O)Nc1nc2ccccc2n1Cc1ccccc1Cl	1.2	1	12	8	1	-4	-4	-1.4	-16

Continued:
SMILES	hIAP activ	mIAP activ	A3G deaminase	APOBEC3A inh	GRIN3A LBD mod	beta cell repl	mIAP block	MPTP inh	hIAP block
CC(=O)N1CCN(C(=O)CCN(c2ccccc2)S(=O)(=O)c2ccc(C)cc2)CC1	1.1	1	-1	2	2	-3	-1	1.2	-6
O=C(CSc1nnc(C2CC2)n1-c1ccccc1)NCc1ccco1	1.1	0.97	-2	-1	1	-1	3	-1.3	-12
Cc1nc2cc(-c3ccccc3)ccc2o1	0.98	1.1	-3	-1	4	-4	-8	-0.3	2
CN1C(=S)N(c2ccccc2)C(=O)/C1=C/c1ccco1	0.98	0.78	1	2	-4	0	22	2.2	2
O=C(NC1CCCC1)c1cc2nc(-c3ccco3)cc(C(F)(F)F)n2n1	1	0.96	-14	-4	-1	-5	4	-0.9	-5
COc1cc(/C=C/C(=O)OCC(=O)N(C)C2CCS(=O)(=O)C2)ccc1OC(F)F (stereo unspecified)	1.4	0.95	-6	5	1	6	4	1.4	-36
COC(=O)/C(=N/Nc1ccccc1)N1CCCc2ccccc21	0.93	0.93	-8	-4	7	0	7	2.0	7
O=C(Cc1ccccc1)NC1c2ccccc2-c2ccccc21	0.93	1	-3	0	-2	-4	-3	0.7	7
Cc1cc(C)c2c(C)c(C(=O)NCc3ccc(S(N)(=O)=O)cc3)oc2c1	0.88	1	-5	-3	0	-1	-2	-0.7	12
CCCNC(=O)COC(=O)c1ccccc1OCc1ccc(Cl)cc1	0.92	0.97	1	2	1	0	2	-0.2	8
Cc1cccc2cc3c(N)c(C(=O)Nc4ccc(N5CCOCC5)cc4)sc3nc12	0.78	0.84	-5	-2	14*	0	16	7.7	22
Cc1ccc(C(=O)NNC(=O)C2CCN(C(=O)OC(C)(C)C)CC2)cc1	0.97	1	22	1	30*	-2	-5	-0.2	3
O=Cc1cn(CC(=O)N2CCc3ccccc32)c2ccccc12	1.1	1	-8	-7	2	0	-5	-1.2	-10
COc1cccc(-c2nc(-c3cccs3)no2)c1	0.96	0.99	-8	-3	1	1	1	1.7	4
O=C(c1ccc(-c2nc3ccccc3s2)o1)N1CCN(c2ccccc2O)CC1	1	0.97	-4	-2	-10	-4	3	0.3	0
CCOc1ccc(N2Cc3ccccc3C2)cc1	0.94	0.94	0	-4	-2	-3	6	1.7	6
Cc1ccc(C(=O)N2CCN(c3ncccn3)CC2)o1	1.1	1	-5	-2	-1	-2	-5	-0.6	-5
C=CCn1cnc2c(NCc3ccccc3)ncnc21	1.1	1	-9	-4	0	-1	-2	1.7	-7
